Keap1-Nrf2 PPI: inhibitors of human Keap1-Nrf2 protein-protein interaction. Keap1 Kelch-Nrf2 peptide fluorescence polarization, 1536-well. inhibition, % at 9.4 µM. hit rate 0.15% among 340,000. AID 504523; in the data active means inhibition above about 12%;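 further: human Keap1 Kelch domain with fluorescein labeled Nrf2 9mer peptide probe; 0% = neutral control wells and 100% = peptide positive control; higher means more block of Keap1 binding to Nrf2 peptide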
NSD2 inh: blocks human histone methyltransferase NSD2; O96028; NSD2 peptide methylation, AlphaScreen, 120 min; inhibition, % at 12.5 µM; hit rate 0.54% among 310,000; AID 743445; in the data active means inhibition above about 50%
V-ATPase pH: yeast V-ATPase proton transport regulation by pHLuorin; S. cerevisiae, pHLuorin cytosolic pH fluorescence; response, % at 10 µM; hit rate 0.37% among 350,000; AID 504577; in the data active means response mostly above about 7.3%, no sharp cut-off; inactive means mostly below about 5.4%; further: actives read high; inactives centre near 0; some compounds called inactive have numbers as strong as hits
CAL PDZ FP-1: inhibitors of human CAL PDZ peptide binding. AID 602252. inhibition, % at 24.9 µM. hit rate 0.92% among 300,000. purified CAL PDZ, TMR-peptide fluorescence polarization, 1 h. Q9HD26;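 active means mean inhibition of at least 30% with at least half of replicates also reaching 30%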;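 further: 0% = DMSO neutral control and 100% = excess unlabeled competitor peptide PRC23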
DAGLB inh: diacylglycerol lipase beta (human) inhibition; hit rate 0.059% among 340,000; AID 504411; inhibition, % at 5.17 µM; Q8NCG7; HEK293T DAGLB membrane lysate, EnzChek fluorogenic substrate; in the data active means inhibition above about 34%;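 further: 0% = enzyme with vehicle and 100% = wells lacking enzyme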
Target sequence (Q8NCG7 whole entry, looked up): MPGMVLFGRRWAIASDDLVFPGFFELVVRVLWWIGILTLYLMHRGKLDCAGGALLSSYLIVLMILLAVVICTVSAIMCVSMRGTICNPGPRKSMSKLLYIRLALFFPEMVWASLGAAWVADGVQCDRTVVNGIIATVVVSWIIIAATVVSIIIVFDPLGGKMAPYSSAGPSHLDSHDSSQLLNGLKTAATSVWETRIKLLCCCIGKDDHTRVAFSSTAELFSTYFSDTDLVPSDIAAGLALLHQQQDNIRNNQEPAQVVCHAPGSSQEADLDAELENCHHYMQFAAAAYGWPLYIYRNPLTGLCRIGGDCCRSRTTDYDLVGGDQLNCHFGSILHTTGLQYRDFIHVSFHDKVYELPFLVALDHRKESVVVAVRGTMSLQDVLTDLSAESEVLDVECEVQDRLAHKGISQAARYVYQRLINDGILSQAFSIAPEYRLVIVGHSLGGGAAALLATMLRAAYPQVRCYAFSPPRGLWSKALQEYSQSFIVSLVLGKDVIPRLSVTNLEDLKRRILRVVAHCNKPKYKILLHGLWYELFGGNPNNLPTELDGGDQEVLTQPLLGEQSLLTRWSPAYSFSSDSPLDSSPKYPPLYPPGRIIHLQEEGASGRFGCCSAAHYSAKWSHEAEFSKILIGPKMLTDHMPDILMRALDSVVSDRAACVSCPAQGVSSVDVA
CAL PDZ FP-2: human CAL PDZ-peptide interaction inhibition. purified CAL PDZ, TMR-peptide fluorescence polarization, 1 h. inhibition, % at 20 µM. hit rate 0.02% among 330,000. AID 504414;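 active means highest replicate inhibition of at least 40%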;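 further: plate controls were DMSO neutral control wells for no effect and unlabeled competitor peptide control wells for full effect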
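Control set: unlabelled peptide and DMSO controls / Material: purified CerCALP PDZ construct / Timing: 1 h incubation at room temperature before polarization reading / Doses: 20 µM, one dose / Detection: fluorescence polarization (mP)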
LANA DNA inh: KSHV C-LANA DNA binding inhibition; MBP-C-LANA/FAM-LBS DNA binding, fluorescence polarization; inhibition, % at 9 µM; hit rate 0.078% among 340,000; AID 504423;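 active means highest replicate inhibition at or above 60% at 9 µM, even if other replicates fall short; inactive means all replicates below 60% inhibition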;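 further: 0% = neutral control wells and 100% = 4 µM acridine orange control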
Arr AP2 block: inhibitors of human beta-arrestin and AP2 interaction; FITC-arrestin peptide / GST-AP2 beads, flow cytometry; AP2 beta2 appendage carries R879A mutation; inhibition, % at 10 µM; hit rate 0.31% among 340,000;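 active means inhibition above a set limit, near 3 SD of compounds lacking own fluorescence, cut at about 54% in these data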;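 further: plate controls were DMSO wells for no effect and 5 µM unlabelled arrestin peptide for full effect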
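System: GST-AP2 R879A bound to glutathione beads, E. coli-expressed. Also added: 50 nM FITC-arrestin peptide. Schedule: compound with beads 12 min RT, then probe 1 h RT. Signal: bead flow cytometry, FITC channel. Read-out basis: percent response.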
DSG3 Ab inh: human desmoglein-3 autoantibody binding inhibition. DSG3-coupled beads, scFv-anti-DSG3-GFP binding, flow cytometry; active compounds read low. hit rate 0.48% among 310,000. P32926. binding (percent of control), % at 10 µM;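 active means binding more than 3 SD below its plate's average and above zero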;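 further: hits lower antibody fragment binding to DSG3; some compounds called inactive have numbers as strong as hits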
RTF Ca sens inh: cardiac RTF calcium desensitization; hit rate 0.12% among 340,000; inhibition, % at 7.15 µM; AID 493244; P19429+P45379; IANBD-labeled cardiac RTF, Ca2+ fluorescence;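 active means inhibition above the mean inhibition of all tested compounds plus 3 SD, cut at about 17% in these data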;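 further: assay run at fixed EC70 calcium of 1.6 mM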
An asterisk follows results filed as active; x = not tested or not shown.

Values in the order: Keap1-Nrf2 PPI	NSD2 inh	V-ATPase pH	CAL PDZ FP-1	DAGLB inh	CAL PDZ FP-2	LANA DNA inh	Arr AP2 block	DSG3 Ab inh	RTF Ca sens inh
- COc1ccccc1OC(=O)C1CC(=O)N(c2ccc(Cl)cc2)C1 (stereo not given)
    -4	-6	0	x	-14	-3.7	0.4	7	106	-4
- COc1ccc2c(c1)C(NC(C)=O)C(=O)N2C (stereo not given)
    -3	-1	0	-3	-1	-0.2	0.3	2	105	-14
- CCCOc1ccccc1OCC(=O)Nc1ccc(S(=O)(=O)N2CCCC2)cc1
    2	-4	-1	-4	-3	-4.2	0.5	-2	100	-5
- C=CCn1c(SC(C)C(=O)NC2(C#N)CCCCC2)nnc1-c1ccc(OC)cc1 (stereo not given)
    4	47	2	-4	-4	0.0	0.5	-8	x	4
- O=C(NCc1cccc(C(F)(F)F)c1)c1ccc[nH]1
    -4	0	5	-4	-2	0.6	4.5	-5	103	0
- CC(OC(=O)Cc1ccc(F)cc1)C(=O)N1CCc2ccccc21 (stereo not given)
    -1	-3	3	-3	-3	-2.6	-0.8	4	88	-2
- C=CCn1c(O)c(N=O)c2ccccc21
    -2	0	-1	-2	-3	-1.7	-1.3	-5	104	-9
- O=C(CSc1nc(-c2ccccc2Cl)ns1)c1ccc(Cl)cc1
    -3	-2	-3	4	-24	-2.5	-0.3	30	x	6
- CC1=CC2(O)OCCN(CCO)C2=CC1=O (stereo not given)
    4	14	x	1	2	-0.3	1.2	12	99	-12
- CC(C)n1cc(CN2CCC(C(=O)Nc3cccc(-c4cscn4)c3)CC2)cn1
    -5	3	-3	x	-2	-1.2	-0.5	35	103	-7
- CCCCNC(=S)Nc1ccc(F)cc1
    3	0	6	-5	-2	0.2	-0.7	12	x	1
- CCN(CC)C(=O)Cn1c(=O)n(-c2ccccc2)c(=O)c2sccc21
    -2	-2	-2	1	1	-2.2	-0.8	12	103	2
- O=C(c1cccc(C(F)(F)F)c1)C1CCCN(Cc2ccc(OCCO)cc2)C1 (stereo not given)
    5	2	0	-4	4	0.0	1.3	-16	102	6
- Cc1ccc(C2CC(=O)Oc3cc(C)c(Br)c(C)c32)cc1 (stereo not given)
    -3	x	-4	-6	-8	-0.1	0.6	-2	99	-3
- COC(=O)Cc1ccc(NC(=O)c2ccc(C(C)(C)C)cc2)cc1
    -2	-3	1	-7	-3	-0.8	1.9	-5	x	1
- O=C(c1ccc2c(c1)OCO2)N1CCN(S(=O)(=O)c2ccc(Br)cc2Cl)CC1
    1	-3	2	-2	2	-0.9	-0.8	-6	x	-2
- Cn1c2ccccc2c2ccc3c(c21)C(=O)C=CC3=O
    2	1	6	1	10	4.2	0.0	70*	79	3
- Cn1cnnc1SCc1ccc(C(=O)N=Nc2c(O)n(C)c3ccccc23)cc1
    3	0	1	-5	2	-2.5	-0.7	-4	82	8
- Cc1nn(C)cc1S(=O)(=O)Nc1cccc(Cl)c1
    0	-1	4	-5	-5	-4.3	2.3	7	96	-16
- O=C(C[C@H]1C/C=C\CC[C@H](Cc2ccc(F)cc2)C(=O)OCCNC1=O)NCCO
    0	x	-5	-1	0	1.0	-0.5	-5	107	-5
- CC(=O)c1ccc(OCC(=O)c2ccc(-c3ccccc3)cc2)cc1
    -1	1	-1	-4	-3	-2.8	1.1	10	x	-3
- COCCOc1cc(NCc2ccccc2)c2ncn(C(C)C)c2c1
    -3	x	0	2	0	-0.1	0.1	3	105	4
- O=c1[nH]cnc2sc3c(c12)CCN(Cc1ccccc1)C3
    0	8	-1	-1	0	-2.1	0.7	0	104	-14
- CCn1nnc2c(=O)oc3ccccc3c21
    -4	-2	-1	3	0	0.2	0.4	-8	102	-7
- CCOc1ccc2c(c1)[nH]c(=S)n2C
    0	0	4	-3	-1	-2.4	-1.1	10	90	-14
- COc1cccc(CC(=O)n2nc(N)c3cc4ccc(OC)cc4nc32)c1
    -6	x	5	x	3	-0.1	-0.5	-10	99	-3
- Cc1cc([N+](=O)[O-])nn1Cc1ccc(F)cc1
    1	7	-4	4	-1	0.6	-0.3	2	102	-10
- CC(C)(C)c1cc(NC(=O)CSc2nnc(NCc3ccccc3)s2)n(-c2ccccc2)n1
    2	-2	-1	-3	0	-2.0	1.0	0	85	-1
- O=C(COC(=O)C1(c2ccc(F)cc2)CCCC1)NCc1ccc2c(c1)OCO2
    1	1	-2	3	-8	-0.8	0.5	9	90	-19
- CN(Cc1ccccc1)/C(=N/O)c1cccc(Cl)c1
    -3	1	-5	-1	0	-0.2	-0.4	-19	111	4
- CC(C)c1nnc(SCC(=O)NC2CCCCC2)n1C
    -3	-7	-4	0	1	-2.0	1.2	-11	99	-9
- COC(=O)C1C(=O)C2=C(CC1C)NC(=O)CC2c1ccc(F)cc1 (stereo not given)
    -4	0	0	-5	-1	-2.6	-1.4	3	129	-9
- O=C(NC1CC1)C1CCN(c2nc3ccccc3s2)CC1
    -7	1	3	3	0	-1.9	-0.9	0	111	-8
- Cc1ccc(C(=O)CSc2nc3ccccc3c(=O)[nH]2)cc1
    2	4	-1	-2	-1	11	0.3	7	102	-2
- CC1(C(=O)OCC(=O)Nc2ccccc2Cl)CC1(Cl)Cl (stereo not given)
    1	-1	-2	-1	-3	-0.5	-0.9	-4	108	-14
- COc1ccc(Br)cc1S(=O)(=O)n1ccnc1C
    5	10	-2	-3	1	-0.1	-1.4	-5	89	-4
- CN1CCS/C1=C/C=C1\SC(=S)N(CC(=O)O)C1=O
    -421	10	3	-2	-27	-1.4	-101	2	93	-431
- CCCN(Cc1cc2cc(C)ccc2[nH]c1=O)C(=O)c1cccc([N+](=O)[O-])c1
    1	-3	7	0	0	-2.3	1.1	25	99	-4
- O=C(NCc1ccco1)c1cnn2c(C(F)(F)F)cc(-c3ccccc3)nc12
    3	0	2	-3	-5	-2.9	-1.3	10	84	5
- CC(=O)N1c2ccc(S(=O)(=O)NCCC(=O)NCCc3ccc(C)cc3)cc2CC1C (stereo not given)
    2	-1	-6	-3	0	-2.0	0.0	26	x	-1
- O=C(Cc1ccc(Br)cc1)Nc1ccc(S(=O)(=O)N2CCCC2)cc1
    -2	-1	1	-3	-2	-4.9	1.7	10	x	-4
- CCOc1ccc2nc(N/C(N)=N/C(=S)Nc3ccc(C)c(C)c3)nc(C)c2c1
    -3	-2	1	-1	-5	-1.6	-2.2	7	91	1
- O=C(Nc1ccc(Oc2ccc(NC(=O)Nc3ccc([N+](=O)[O-])cc3)cc2)cc1)Nc1ccc([N+](=O)[O-])cc1
    -7	-1	4	-2	0	0.3	3.4	7	82	-6
- CCn1c2ccccc2c2cc(NC(=O)CSc3nnc(-c4ccc(OC)cc4)n3N)ccc21
    3	0	-3	-9	2	0.5	0.7	-2	84	1
- COCCCN1CC23C=CC(O2)C(C(=O)OC)C3C1=O (stereo not given)
    -1	2	0	-5	1	-1.5	-1.7	21	113	-3
- Cc1ccc(-c2csc(NC(=O)c3ccc([N+](=O)[O-])o3)n2)cc1
    -2	3	0	1	6	-2.1	-1.9	21	92	10
- Cc1cccc[n+]1CC(=O)Nc1ccccc1
    3	-1	0	0	-1	x	-0.4	1	97	-2
- O=C(CSc1ccc(F)cc1)Nc1ccccc1N1CCOCC1
    1	-5	0	5	-2	-0.6	0.0	1	x	-4
- COc1cc(OC)cc(C(=O)NCCNC(=O)c2ccccc2)c1
    -4	9	3	0	-1	-2.3	0.9	4	94	2
- CCOc1ccccc1C(=O)OCC(=O)Nc1nnc(-c2ccccc2)o1
    -3	5	6	-4	2	-4.1	0.4	8	98	7

New compounds follow:
Values in the order: Keap1-Nrf2 PPI	NSD2 inh	V-ATPase pH	CAL PDZ FP-1	DAGLB inh	CAL PDZ FP-2	LANA DNA inh	Arr AP2 block	DSG3 Ab inh	RTF Ca sens inh
- CCOc1ccc(NC(=NCc2ccc3c(c2)OCO3)SC2CC(=O)N(c3ccc(OCC)cc3)C2=O)cc1 (stereo not given)
    -7	x	0	0	-2	0.2	-0.3	0	x	4
- Cc1ccc(S(=O)(=O)Nc2cccnc2Oc2ccc(Cl)cc2)cc1
    -5	-5	9	-3	-5	1.3	-0.8	-10	x	3
- CC(=O)c1ccc(NC(=S)NC(C)c2ccc(Cl)cc2Cl)cc1 (stereo not given)
    -4	-1	0	-6	1	-1.7	1.2	0	104	-2
- COc1cccc(OC)c1C(=O)OCC(=O)NCCCc1ccccc1
    1	-5	2	1	-2	-0.3	0.0	-7	103	-7
- Cc1cccn2c(=O)c(/C=C(\C#N)C(=O)NCc3ccco3)c(N3CCC(C(N)=O)CC3)nc12
    -3	0	0	-1	3	-0.6	-1.4	2	98	-8
- COc1cc(S(=O)(=O)N(Cc2ccccn2)Cc2ccccc2Cl)ccc1-n1cnnn1
    -5	-2	-2	-2	0	-3.3	0.5	-1	88	-14
- O=C(COC(=O)c1cc(=O)[nH]c(=O)[nH]1)Nc1cccc(S(=O)(=O)N2CCCCC2)c1
    2	-2	2	-2	-1	-3.3	0.8	-16	103	-3
- CCc1ccc(N2C(=O)C3C4C=CC(CC4)C3C2=O)cc1 (stereo not given)
    0	14	2	-4	-2	-1.5	1.6	27	111	-5
- CCC(=O)Nc1sc2c(c1C#N)CC(C)(C)NC2(C)C
    3	4	3	3	-2	-0.3	4.8	40	x	6
- CCCc1nnc(NC(=O)CCC(=O)NCc2ccccc2OC)s1
    -5	-2	1	x	1	-2.2	0.5	5	106	-2
- Cn1c(N)c(Br)c(-c2ccc(F)cc2)c(C#N)c1=O
    -5	7	-2	1	7	-6.8	0.3	-1	111	-7
- CCOC(=O)CSc1nnc(-c2cccs2)n1-c1ccccc1
    -2	-4	3	-5	-1	-1.4	-1.5	-9	101	3
- Cc1ccc2c(c1)NC(=O)c1cccnc1N2
    -5	-6	0	-2	4	-0.9	-0.8	12	107	5
- COc1ccc(CCNC(=O)C(=O)NCCC2CCCCN2S(=O)(=O)c2cccs2)cc1 (stereo not given)
    -8	-2	0	1	-2	-2.5	0.9	12	97	3
- CCC(C)C1=CC(=Nc2c(C)n(C)n(-c3ccccc3)c2=O)C=C(C(C)CC)C1=O (stereo not given)
    0	0	0	-1	0	-0.4	0.6	-4	98	2
- Cn1nnc(NC(=O)COc2ccc(C3CCCCC3)cc2)n1
    1	x	4	3	-2	-2.1	-1.5	-3	101	-21
- CCOc1ccc(CCNC(=O)c2ccc(C)c(NC3=NC4CS(=O)(=O)CC4S3)c2)cc1 (stereo not given)
    2	-4	-3	-6	1	-1.5	-0.8	-11	x	-3
- Oc1ccc(N2CCN(Cc3c(-c4ccccc4)nc4ccccn34)CC2)cc1
    -1	4	-1	-4	2	-0.2	0.1	12	105	-6

Three compounds from above, sorted by the value under DSG3 Ab inh, highest first.
Compound	Keap1-Nrf2 PPI	NSD2 inh	V-ATPase pH	CAL PDZ FP-1	DAGLB inh	CAL PDZ FP-2	LANA DNA inh	Arr AP2 block	DSG3 Ab inh
Oc1ccc(N2CCN(Cc3c(-c4ccccc4)nc4ccccn34)CC2)cc1	-1	4	-1	-4	2	-0.2	0.1	12	105
Cn1nnc(NC(=O)COc2ccc(C3CCCCC3)cc2)n1	1	x	4	3	-2	-2.1	-1.5	-3	101
CCC(C)C1=CC(=Nc2c(C)n(C)n(-c3ccccc3)c2=O)C=C(C(C)CC)C1=O (stereo not given)	0	0	0	-1	0	-0.4	0.6	-4	98

Assay outcomes deposited in PubChem by several laboratories.

This is a subset; the hit share may differ from the screen's.
